Compound activity as filed in PubChem BioAssay.
S-ASM inh = human S-ASM enzyme inhibition; placental ASM, HMU-PC fluorogenic substrate, 60 min; Potency, µM (titrated, usually from 57.5 µM), inactives show at the highest dose activity change, negative = inhibition, hits mostly inhibitors; AID 504937; 340,000 compounds, 0.006% hits; P17405; further: potency means the concentration at half of the fitted maximal effect
Target sequence (P17405 47-631 limits assumed): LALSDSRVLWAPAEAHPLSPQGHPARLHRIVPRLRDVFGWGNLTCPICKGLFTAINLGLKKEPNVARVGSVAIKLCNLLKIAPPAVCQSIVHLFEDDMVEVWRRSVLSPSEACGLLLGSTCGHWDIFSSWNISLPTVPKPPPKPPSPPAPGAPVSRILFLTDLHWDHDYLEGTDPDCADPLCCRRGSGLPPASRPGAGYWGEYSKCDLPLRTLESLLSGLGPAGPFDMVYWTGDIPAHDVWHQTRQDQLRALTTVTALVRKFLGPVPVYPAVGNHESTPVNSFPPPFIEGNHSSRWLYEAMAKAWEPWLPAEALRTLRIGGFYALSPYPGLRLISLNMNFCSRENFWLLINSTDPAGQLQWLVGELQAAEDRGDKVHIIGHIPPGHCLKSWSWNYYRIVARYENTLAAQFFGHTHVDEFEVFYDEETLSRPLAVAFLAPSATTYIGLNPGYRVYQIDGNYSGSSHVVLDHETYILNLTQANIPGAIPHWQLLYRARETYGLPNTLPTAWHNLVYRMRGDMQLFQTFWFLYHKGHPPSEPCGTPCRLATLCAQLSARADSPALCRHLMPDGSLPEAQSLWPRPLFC
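Human placenta-derived ASM preincubated with compound 10 min at room temperature, then reacted with 9 uM (final) fluorogenic HMU-PC substrate for 60 min at 37 C. Stop solution raises pH to 10; fluorescence read at Ex 386/Em 447 nm.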
Integrin act MD = activates integrin-mediated alleviation for muscular dystrophy | alpha7betagal myoblasts, beta-gal FDG fluorescence, 48 h | Potency, µM (highest dose often 38.3 µM), for inactives: top-dose activation, most hits filed as activators | 350,000 compounds, 0.064% hits;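 further: potency means the concentration at half of the fitted maximal effect; 100% = response of the positive control SU9516; nearly all actives have a fitted effect of over 60% in size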
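alpha7betagal+/- myoblasts (passage 13, 250/well) treated 48 h at 37C with compounds at 1:260 dilution of DMSO stock. Lysed, then beta-galactosidase activity read as FDG fluorescence (ex 480/em 540) after 30 min, with pre-read for autofluorescence.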
FBPA coupling cs = inhibits coupling enzyme system, counter-screen for aldolase hits; coupling enzyme system counterscreen, AmpLite Red fluorescence; activity change, negative = inhibition, % at 58.2 µM, hits read low; 290,000 compounds, 0.67% hits; in the data active means activity change below about -30%; further: on the % scale 0 is the no-effect control and ±100 the full control effect
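Fluorescence at 525 nm excitation and 598 nm emission measured inhibition of the coupled detection system without aldolase. Compounds (at 57.5 uM final) were preincubated 10 min at room temperature with coupling enzyme reagent before a 20 min substrate/AmpLite Red step.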
MBNL1 CUG block = blocks human MBNL1 binding to CUG repeat RNA | Potency, µM (titrated, usually from 57.5 µM), without a hit: at the highest dose activity change, negative = inhibition, usual class: inhibitors | 280,000 compounds, 0.036% hits | AID 2675 | TR-FRET MBNL1-His/biotin-(CUG)12 binding, 665/545 ratio | Q9NR56; active means well fitted inhibition curve with a large enough effect in the signal ratio, with a control signal flat, not every such curve was filed as active; inconclusive means small, poorly fitted or top-dose-only effect, or effect the other way, or a change in a side signal; inactive means no such curve, though single readings can be large or run the other way; the % refers to the signal ratio; further: potency means the concentration at half of the fitted maximal effect; on the % scale 0 is the no-effect control and ±100 the full control effect
Target sequence (Q9NR56 whole entry, looked up): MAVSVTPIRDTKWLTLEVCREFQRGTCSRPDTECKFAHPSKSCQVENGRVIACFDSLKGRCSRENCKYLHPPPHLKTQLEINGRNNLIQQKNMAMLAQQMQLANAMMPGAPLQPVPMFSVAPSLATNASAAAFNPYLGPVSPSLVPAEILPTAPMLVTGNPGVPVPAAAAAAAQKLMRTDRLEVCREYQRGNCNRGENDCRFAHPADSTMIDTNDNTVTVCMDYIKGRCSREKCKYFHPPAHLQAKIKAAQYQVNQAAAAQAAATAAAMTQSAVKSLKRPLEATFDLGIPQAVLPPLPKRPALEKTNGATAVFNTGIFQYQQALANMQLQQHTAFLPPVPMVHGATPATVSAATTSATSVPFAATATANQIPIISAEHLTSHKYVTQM
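TR-FRET readout: Ex 340 nm, 665/545 nm emission ratio, normalized to buffer-only (basal) and MBNL1-(CUG)12 controls. Complex of MBNL1-His with Biotin-(CUG)12, compounds 92 nM–58 uM, incubated 60 min at room temperature.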
TRPV1 agonist = agonists of human vanilloid receptor 1 (TRPV1); TRPV1-expressing cells, Fluo-8 calcium influx, agonist mode; 320,000 compounds, 0.19% hits; Q8NER1; activation, % at 8.33 µM; in the data active means activation above about 80%; inconclusive means between about 30% and that limit; further: 0% is about no effect
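Fluo-8 calcium influx in TRPV1-expressing cells, kinetic read (ex 480/em 520 nm). Compound added and read 3 min for agonist activity, followed by capsaicin at EC20 final and 2 min further read for enhancement.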
KCNH2 3.1 inh = inhibitors of human KCNH2 3.1 potassium channel isoform | U2OS KCNH2 3.1, thallium flux FluxOr; hits give low values | activity change, % (tested at about 1.8 µM) | 340,000 compounds, 0.95% hits | AID 720553;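 active means maximum activity change below -70%; inconclusive means maximum activity change from -70% to -50%; inactive means maximum activity change above -50%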;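 further: thallium influx rate constant from kinetic fluorescence after stimulation buffer; on the % scale 0 is the no-effect control and ±100 the full control effect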
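We transduce U2OS cells with the mutant 3.1 virus, culture them overnight, load FluxOr with Red40 quencher for 45 min, then add stimulation buffer and read kinetically for 2 min to derive a normalized rate constant.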
CXXC DNA block = MLL CXXC-DNA interaction inhibition | AID 2662 | 290,000 compounds, 0.037% hits | MLL-CXXC / FITC-HOXA9 DNA fluorescence polarization | Potency, µM (doses to about 115 µM), inactives show at the highest dose activity change, negative = inhibition, actives largely listed as inhibitors; active means well fitted inhibition curve with a large enough effect in the polarisation, with a control signal flat, not every such curve was filed as active; inconclusive means small, poorly fitted or top-dose-only effect, or effect the other way, or a change in a side signal; inactive means no such curve, though single readings can be large or run the other way; the % refers to the polarisation; further: potency means the concentration at half of the fitted maximal effect
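Fluorescence polarization: 7 uM MLL-CXXC (stock) preincubated 5 min with compounds, then 50 nM fluorescein-HOX-A9 DNA (stock) added; 30 min ambient. Buffer 50 mM Tris-HCl pH 7.5, 50 mM NaCl, 1 mM DTT, 0.05% BSA.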
GALK inhibitor = blocks human galactokinase activity; Purified GALK, Kinase-Glo residual ATP luminescence; AID 1868; Potency, µM (highest dose often 57.5 µM), without a hit: top-dose activity change, negative = inhibition, usual class: inhibitors; P51570; 270,000 compounds, 0.007% hits; further: potency means the concentration at half of the fitted maximal effect; on the % scale 0 is the no-effect control and ±100 the full control effect
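The enzyme phosphorylates galactose (100 uM) using ATP (35 uM); inhibition is detected as higher residual ATP, quantified by bioluminescence after 1 h reaction at room temperature, pH 8.0.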
A-T KAP1 phos = potential ataxia-telangiectasia treatment; […] A-T fibroblasts, KAP-1 phosphorylation AlphaLISA; neocarzinostatin DNA damage 30 min before lysis; Potency, µM (highest dose often 57.5 µM), for the others: at the highest dose activation, hits mostly activators; 320,000 compounds, 0.19% hits; AID 485349; further: potency means the concentration at half of the fitted maximal effect; % of control where 0% means no effect; nearly all actives have a fitted effect of over 45% in size
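hTERT-immortalized A-T patient fibroblasts ([…]), 500 cells/well in OPTI-MEM, 1% FBS, got compounds for 60 min, then NCS for 30 min at 37C. Lysates were then assayed for phospho-KAP-1 by AlphaLISA (anti-pKAP1 donor, anti-KAP1 acceptor beads), 6 hr at 25C.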
KCNH2 WT inh = inhibitors of human wildtype KCNH2 potassium channel. Q12809. U2OS, BacMam KCNH2, thallium flux FluxOr; hits give low values. activity change, % at 1.84 µM. 340,000 compounds, 0.37% hits;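 active means maximum activity change below -70%; inconclusive means maximum activity change between -70% and -50%; inactive means maximum activity change above -50%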; further: on the % scale 0 is the no-effect control and ±100 the full control effect
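U2OS cells transduced with wild-type KCNH2 virus are loaded with FluxOr dye for 45 min, and thallium flux is measured in kinetic reads before and after stimulation buffer. Rate constants are normalized to DMSO controls.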
Active calls of the source: *; ? = inconclusive; nt = no result given; [ ] = remark or other dose. Unless noted, the call rests on the fitted dose curve; in most records, active means well fitted curve in the direction sought with a large enough effect; inconclusive means small, poorly fitted or top-dose-only effect, or another doubt; inactive means no such curve, though single readings can be large; an effect the other way counts as inactive or inconclusive.

Each structure is followed by: FBPA coupling cs, S-ASM inh, Integrin act MD, MBNL1 CUG block, KCNH2 3.1 inh, TRPV1 agonist, KCNH2 WT inh, CXXC DNA block, A-T KAP1 phos, GALK inhibitor
CCC(=O)NCCCOc1ccccc1
  0, 0%, 20%, 12%, 4, 1, 0, -3%, -5%, 0%
COc1cccc(C(=O)C2CCCN(C(=O)CCC3=NNC(=O)CC3)C2)c1 (stereo not given)
  0, 3%, 12%, -9%, 9, -11, 3, -6%, 17%, 4%
COc1ccccc1C(=O)NNC(=O)C1CCN(C(=O)OC(C)(C)C)CC1
  2, 6%, 39%, -8%, 4, 3, 2, 2%, -7%, 8%
COc1ccccc1C(=O)NC(=S)Nc1ccccc1N1CCCCC1
  0, -10%, 0%, 3%, -23, 2, 7, ?, 9%, -4%
CCN(C(=O)CSc1nnc(C2CC2)n1-c1ccccc1)C1CCS(=O)(=O)C1 (stereo not given)
  nt, 3%, ?, nt, 0, -8, -11, nt, 10%, nt
CSc1ccccc1C(=O)NC1CCSc2ccccc21 (stereo not given)
  0, 3%, -13%, 9%, 5, 3, -6, -10%, -2%, -4%
Cc1ccc(N2C(=O)CS/C2=C(\C(Cl)=C(Cl)Cl)[N+](=O)[O-])cc1
  2, 0%, -12%, 10%, 8, -6, 3, -26%, nt, 2%
C[C@H](CO)N1C[C@H](C)[C@@H](CN(C)S(C)(=O)=O)Oc2ccc(NC(=O)Nc3ccccc3)cc2C1=O
  nt, 2%, 10%, nt, 11, nt, 0, nt, -2%, nt
CCCC(=O)Nc1c(-c2cccs2)c(=O)c2ccccc2n1C
  3, -1%, -1%, 4%, -6, 9, 10, -3%, -10%, 0%
CC(C)Oc1ccc(C2CC(=O)N(c3cccc(Br)c3)C2=O)cc1 (stereo not given)
  -2, -6%, 3%, -2%, 5, 3, -1, 6%, 25%, 1%
COc1ccc(/C=C2\SC(=S)N(CCC(=O)NCCc3ccc(O)cc3)C2=O)cc1
  0, -1%, 2%, 20%, 0, -1, -7, -1%, -2%, -1%
Clc1ccc(Cn2ncc3c(N4CCCCC4)ncnc32)cc1
  0, -2%, -10%, -5%, nt, 1, -10, -5%, 11%, -1%
COc1ccccc1-c1nnc(SC(C)C(=O)NCC2CCCO2)n1C (stereo not given)
  nt, 5%, -20%, nt, 48, nt, 3, nt, nt, nt
COc1ccc(C(=O)Nc2c(N)nc(SCC(=O)Nc3ccc(NC(C)=O)cc3)[nH]c2=O)cc1
  nt, -1%, 6%, 4%, nt, -4, 6, 8%, 4%, 7%
CCc1ccc(NC(=O)CC2C(=O)N(c3cccc(C)c3)C(=O)N2C2CC2)cc1 (stereo not given)
  -4, 0%, -10%, -6%, 15, 1, 1, 4%, 1%, -2%
O=C(NC(Cc1c[nH]c2ccccc12)C(=O)O)c1cccs1 (stereo not given)
  8, 10%, 5%, 1%, 5, -1, -1, 1%, 1%, 1%
Fc1ccc(-c2cc(C(F)(F)C(F)F)[nH]n2)cc1
  -2, -1%, 2%, 3%, -5, 4, 1, 2%, ?, 1%
Cn1c(CNC(=O)c2ccc(Cl)cc2)nnc1SCC(=O)NC1=NCCS1
  -1, 27%, 22%, -6%, 13, -3, -3, 29%, -3%, 14%
O=C(CCCNC(=O)c1ccc(Cl)cc1)Nc1nccs1
  nt, -4%, -14%, nt, 12, nt, -2, nt, 17%, nt
CC(=O)N1Cc2ccccc2CC1C(=O)NCc1ccccc1F (stereo not given)
  2, 1%, 1%, 3%, 21, 0, -3, 11%, 2%, 8%
CCCCNC(=O)NC1C(NC(=O)NCCCC)N(C)C(=O)N1C (stereo not given)
  0, 0%, 5%, -4%, 11, nt, 1, -1%, -7%, -1%
O=C(CN1C(=O)C2C3C=CC(C3)C2C1=O)Nc1ccc2nccnc2c1 (stereo not given)
  -1, 31%[activator], -13%, ?, 7, nt, 3, -1%, -6%, 2%
Cc1ccc(NC(=O)c2c(C)nn(-c3ccccc3)c2Cl)c(C)c1
  -3, 0%, 13%, -12%, 17, -4, -6, -1%, ?, -2%
OCC[C@@H]1C[C@H](O)[C@@H](O)[C@@]2(OCCc3ccccc32)O1
  0, 2%, 13%, -4%, 4, -1, 4, -5%, 1%, nt
CCOC(=O)c1c(-c2ccccc2)csc1NC(=O)CSc1nc(C)cc(C)n1
  -1, -9%, -8%, 6%, -15, 4, 15, -4%, 8%, nt
COc1ccccc1-n1cnc2cc(NC(C)=O)ccc21
  0, 3%, -1%, -3%, -5, 0, -8, 2%, -3%, 0%
CSCCC(NC(=O)c1ccccc1Br)C(=O)NNC(=O)c1csc(N2CCOCC2)n1 (stereo not given)
  nt, -5%, 1%, nt, 3, 1, -10, nt, -5%, nt
CC1C/C(=C/c2ccncc2)C(=O)/C(=C/c2ccncc2)C1 (stereo not given)
  3, -2%, -23%, -23%, -9, 1, -12, 9%, 32%, -14%
CC1CN(C2CCCCC2)C(=S)N(c2ccccc2)C1=O (stereo not given)
  nt, -3%, 0%, nt, 28, nt, 2, nt, nt, nt
NS(=O)(=O)c1ccc(N/N=C/c2cn(-c3ccccc3)nc2-c2ccccc2)c([N+](=O)[O-])c1
  0, -7%, -60%[inhibitor], -3%, 1, -4, 8, 6%, -3%, 0%
Cc1ccc(NC(=O)c2ccc(S(=O)(=O)N3CCCCCC3)cc2)nc1
  nt, -1%, 8%, nt, 6, ?, 1, nt, -3%, nt
CC1CCc2[nH]c3ccc(C(=O)N(C)CC(=O)Nc4ccccc4Br)cc3c2C1 (stereo not given)
  nt, -16%, 4%, nt, -1, 3, 2, nt, -7%, nt
CCOC(=O)c1cc(NC(=O)C2C3C=CC(O3)C2C(=O)O)cc(C(=O)OCC)c1 (stereo not given)
  -2, 5%, 3%, 9%, 10, -1, -8, 52%[activator], -8%, -2%
COc1cc(-c2nc(-c3ccc4c(c3)-c3ccccc3S4(=O)=O)c(-c3ccccc3)[nH]2)cc(OC)c1O
  -1, -26%, -50%[inhibitor], 2%, 0, -1, -1, 29%, 0%, 1%
Cc1nnc(SCC(=O)NCc2ccco2)n1-c1ccccc1
  0, 1%, -28%, -20%, 3, 3, 2, 7%, nt, 1%
O=C(NCCCO)C(=O)c1c(-c2ccccc2)cc2ccccn12
  3, -4%, ?, ?, 1, 0, -6, 1%, 0%, -1%
COc1ccc(S(=O)(=O)N(CC(=O)NC2CC2)Cc2ccccc2)cc1
  0, 4%, 35%, -4%, 6, -1, -4, 4%, 3%, -1%
Cc1cc(C)cc(NC(=O)c2c(C)nc3ccccn23)c1
  0, -1%, 1%, -3%, -2, 11, -1, -10%, 0%, 0%
CCN(CC)C(=O)CSc1nc(-c2ccccc2)ccc1C#N
  2, 0%, ?, 1%, 1, 3, nt, 5%, -4%, -3%
O=C1CN(C(=O)C2CCCC2)CCN1
  3, 6%, -1%, -4%, -7, -4, 0, ?, 5%, 2%
Cc1cc2c(cc1S(=O)(=O)Nc1cccc(F)c1C)NC(=O)CO2
  -9, -3%, -2%, -5%, 19, -1, -5, 12%, 3%, -1%
C#CCNC(=O)/C=C/c1ccc(OC)cc1
  -1, -1%, 12%, 6%, 13, 7, -13, 9%, -9%, nt
CN1CCN(c2ccc(S(=O)(=O)N3CCOCC3)cc2NC(=O)CSCc2ccccc2)CC1
  nt, 9%, 0%, nt, 3, nt, 7, nt, 3%, nt
COc1cccc(C(=O)Nc2nc3ccccc3[nH]2)c1
  -2, -7%, -5%, -6%, 5, 17, -2, 7%, nt, 4%
CCN1CCN(C(CNS(=O)(=O)c2ccc(C)cc2)c2cccnc2)CC1 (stereo not given)
  nt, 9%, 21%, -3%, -6, -3, 9, 27%, 7%, 6%
COc1cccc(NC2=C(NCCO)C(=O)c3ccccc3C2=O)c1
  -30*, -7%, -16%, ?, 19, 0, -1, 11%, -14%, 1%
Cc1ccccc1CS(=O)(=O)CCC(=O)NCCN1CCN(c2cccc(Cl)c2)CC1
  3, 4%, -3%, -8%, -17, 3, 2, -6%, -2%, 0%
COc1ccc(C(=O)NC(C(=O)N2CCN(c3ccccc3O)CC2)C(C)C)cc1 (stereo not given)
  -11, 5%, -70%[inhibitor], 4%, -6, 6, 6, -6%, 2%, -1%
CN(C)CC/C=C1/c2ccccc2CS(=O)(=O)c2ccccc21
  nt, 1%, ?, nt, -7, nt, 3, nt, nt, nt
O=C(N/N=C/c1cccc([N+](=O)[O-])c1O)C(O)(c1ccccc1)c1ccccc1
  1, -13%, -18%, ?, 9, -1, 0, -24%, 4%, 0%
O=C(O)c1ccccc1-n1c2ccccc2c2ccccc21
  14, 1%, 4%, 10%, 0, -4, -7, 15%, -2%, 9%
O=C(NCC(c1cccs1)N1CCOCC1)C1CCN(S(=O)(=O)c2cc(Cl)ccc2Cl)CC1 (stereo not given)
  nt, -2%, -12%, nt, -3, nt, -16, nt, nt, nt
